Screens: PubChem BioAssay, National Center for Advancing Translational Sciences (NCATS)
Lamin A splicing = modulators of lamin A splicing. Potency, µM (doses to about 46.1 µM), without a hit: at the highest dose ratio change, negative = inhibition, actives largely listed as inhibitors. 200,000 compounds, 0.01% hits. HeLa LMNA splicing GFP/RFP minigene ratio, 48 h; active means well fitted inhibition curve with a large enough effect in the signal ratio, with a control signal flat, not every such curve was filed as active; inconclusive means small, poorly fitted or top-dose-only effect, or effect the other way, or a change in a side signal; the % refers to the signal ratio
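S3 HeLa stable clones carrying a lamin A-EGFP splicing minigene plus DsRed2 were seeded at 600 cells/well in Opti-MEM with 2% FBS, pin-dosed and incubated 48 h at 37°C. Acumen cytometry (488 nm) gave the GFP/RFP total-intensity ratio.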
An asterisk follows results filed as active; u = inconclusive; [ ] = another dose, or the depositor's remark. On the % scale 0 is the no-effect control and ±100 the full control effect; potency means the concentration at half of the fitted maximal effect. A portion of the library. The share of hits here may be higher or lower than overall.

Start of the listing, in advance:
SMILES	Lamin A splicing
O=C(CSc1nc2ccccc2nc1Cc1ccccc1)N1CCc2ccccc21	0%[46 µM]
Cc1ccccc1CS(=O)(=O)Cc1ccc(C(=O)NCc2ccc(F)cc2)o1	-4%[46 µM]
CSCCC(NS(=O)(=O)c1ccc2c(c1)oc(=O)n2C)C(=O)N1CCN(c2cccc(Cl)c2)CC1 (stereo unspecified)	1%[46 µM]
COc1cc(-c2noc(C3CC(=O)N(c4ccc5c(c4)OCCO5)C3)n2)cc(OC)c1OC (stereo unspecified)	u
CCc1ccc(-c2ccc3nnc(SCC(=O)Nc4cccc(C(C)=O)c4)n3n2)cc1	u
Cc1nn2c(=O)cc(COC(=O)c3ccc(NC(=O)c4cccc(Br)c4)cc3)nc2s1	1%[46 µM]
COC(=O)c1ccc2c(c1)N(Cc1ccc(F)cc1)C(=O)c1ccccc1S2	-25%[46 µM]
CCOC(=O)c1cc(-c2ccccc2)n(CC(=O)NCc2ccc(C)cc2)c1C	u
Cc1cc(NC(=O)N2CCC(CN3CCOCC3)CC2)ccc1Br	-8%[46 µM]
COc1ccc(-c2nc(SCC(=O)N3CCCCC3C)n[nH]2)cc1 (stereo unspecified)	-10%[46 µM]
Cc1ccc(C(=O)Nc2ccc(F)cc2)cc1S(=O)(=O)N1CCOCC1	-13%[46 µM]
CCOc1ccccc1CNC(=O)c1cnc2sc(N3CCCC3)nn2c1=O	-2%[46 µM]
Cc1cccn2c(=O)cc(CSc3nnc(NC(=O)COc4ccc(F)cc4)s3)nc12	-5%[46 µM]
O=C(COc1ccc(Cl)cc1)N(Cc1ccco1)c1ccccn1	25%[46 µM]
CC(=O)N1CCOc2cc(S(=O)(=O)N(C)Cc3ccccc3)c(Cl)cc21	7%[46 µM]
COc1ccc(N2CCN(C(=O)c3nn(C)c4c3CS(=O)(=O)c3ccccc3-4)CC2)cc1	-26%[46 µM]

Results, previewed entries included:
SMILES	Lamin A splicing
O=C(CSc1nc2ccccc2nc1Cc1ccccc1)N1CCc2ccccc21	0%[46 µM]
Cc1ccccc1CS(=O)(=O)Cc1ccc(C(=O)NCc2ccc(F)cc2)o1	-4%[46 µM]
CSCCC(NS(=O)(=O)c1ccc2c(c1)oc(=O)n2C)C(=O)N1CCN(c2cccc(Cl)c2)CC1 (stereo unspecified)	1%[46 µM]
COc1cc(-c2noc(C3CC(=O)N(c4ccc5c(c4)OCCO5)C3)n2)cc(OC)c1OC (stereo unspecified)	u
CCc1ccc(-c2ccc3nnc(SCC(=O)Nc4cccc(C(C)=O)c4)n3n2)cc1	u
Cc1nn2c(=O)cc(COC(=O)c3ccc(NC(=O)c4cccc(Br)c4)cc3)nc2s1	1%[46 µM]
COC(=O)c1ccc2c(c1)N(Cc1ccc(F)cc1)C(=O)c1ccccc1S2	-25%[46 µM]
CCOC(=O)c1cc(-c2ccccc2)n(CC(=O)NCc2ccc(C)cc2)c1C	u
Cc1cc(NC(=O)N2CCC(CN3CCOCC3)CC2)ccc1Br	-8%[46 µM]
COc1ccc(-c2nc(SCC(=O)N3CCCCC3C)n[nH]2)cc1 (stereo unspecified)	-10%[46 µM]
Cc1ccc(C(=O)Nc2ccc(F)cc2)cc1S(=O)(=O)N1CCOCC1	-13%[46 µM]
CCOc1ccccc1CNC(=O)c1cnc2sc(N3CCCC3)nn2c1=O	-2%[46 µM]
Cc1cccn2c(=O)cc(CSc3nnc(NC(=O)COc4ccc(F)cc4)s3)nc12	-5%[46 µM]
O=C(COc1ccc(Cl)cc1)N(Cc1ccco1)c1ccccn1	25%[46 µM]
CC(=O)N1CCOc2cc(S(=O)(=O)N(C)Cc3ccccc3)c(Cl)cc21	7%[46 µM]
COc1ccc(N2CCN(C(=O)c3nn(C)c4c3CS(=O)(=O)c3ccccc3-4)CC2)cc1	-26%[46 µM]
COc1ccc(S(=O)(=O)NCCc2sc(-c3cccc(C)c3)nc2C)cc1	u
COC(=O)c1scc(-c2ccc(C)cc2)c1S(=O)(=O)Nc1ccc(NC(C)=O)cc1	-9%[46 µM]
CCOC(=O)c1c(C)[nH]c(C)c1S(=O)(=O)N1CCCC(C(=O)Nc2ccc(OC)c(OC)c2)C1 (stereo unspecified)	15%[46 µM]
Clc1ccc(N2CCN(c3ncnc4c3cnn4-c3ccccc3)CC2)cc1Cl	9%[46 µM]
CCc1ccc(NC(=O)c2ccc(F)c(S(=O)(=O)N3CCc4ccccc4C3)c2)cc1	-26%[46 µM]
COc1ccc(Cn2c(SCC(N)=O)nc3c(sc4ccccc43)c2=O)cc1	u
Cc1ccc(N(CC(C)C)S(=O)(=O)c2nnc(NC(=O)c3ccco3)s2)cc1	u
Cc1cccc(NC(=O)CSc2nc3ccc(NC(=O)COc4ccc(Cl)cc4)cc3s2)c1	u
COc1ccc(OC)c(NC(=O)C2=C(C)C(=O)OC23CCCCCC3)c1	3%[46 µM]
The listing continues:
SMILES	Lamin A splicing
CC(=O)c1cccc(NC(=O)C2CCN(S(=O)(=O)c3ccc4c(c3)CCCN4C(C)=O)CC2)c1	8%[46 µM]
CCOC(=O)C1CCN(S(=O)(=O)c2ccc3c(c2)N(C)C(=O)CC(=O)N3C)CC1	u
CCN(C(=O)c1sc2nc3n(c(=O)c2c1C)CCCCC3)c1ccccc1F	-2%[46 µM]
CC1=C(c2ccc(C)cc2)S(=O)(=O)N(Cc2ccc(C(=O)Nc3ccc(C)c(F)c3)cc2)C1=O	-5%[46 µM]
COc1ccc2oc(=O)c(-c3nc(-c4ccc(C)c(C)c4)cs3)cc2c1	u
COc1cc(C(=O)Nc2ccc(OCc3cc(=O)n4ccc(C)cc4n3)cc2)cc(OC)c1OC	-18%[46 µM]
Cc1ccc(NC(=O)Cc2ccc(NC(=O)N3CCCCc4ccccc43)cc2)cc1	-15%[46 µM]
Cc1ccc(O)c(NC(=O)c2cc(-c3ccc(F)cc3)no2)c1	u
COc1ccc(CCNC(=O)C2CCN(c3ncnc4c3nc3n4CCCCC3)CC2)c(OC)c1	3%[46 µM]
O=C(Cn1c(=O)oc2ccccc21)NCc1ccccc1Cl	-8%[46 µM]
Cc1ccccc1CC1C(=O)Nc2ccc(Br)cc21 (stereo unspecified)	3%[46 µM]
Cc1ccc(Cn2c(=O)n(CC3CCC(C(=O)N4CCOCC4)CC3)c(=O)c3sccc32)cc1 (stereo unspecified)	u
Cc1ccc(-c2nc(CCNC(=O)C(=O)Nc3ccc(F)cc3F)cs2)cc1	8%[46 µM]
COc1ccccc1Cn1c(CNS(=O)(=O)c2cccc([N+](=O)[O-])c2)nc2cccnc21	-11%[46 µM]
CCOc1ccc(CCNC(=O)c2ccc3nc(CC)c(CC)nc3c2)cc1	-2%[46 µM]
COc1ccc(-c2nc3sc(CCNC(=O)C(=O)Nc4ccccc4C#N)c(C)n3n2)cc1	u
CCN(CC)c1ccc(NC(=O)CN2CCN(S(=O)(=O)c3ccc(C(C)C)cc3)CC2)cc1	-15%[46 µM]
COc1ccc(CC(=O)N2CCc3cc(OC)c(OC)cc3C2COc2ccc(OC)cc2)cc1 (stereo unspecified)	0%[46 µM]
CCOc1ccc(CNS(=O)(=O)c2c(C(=O)N3CCC(C)CC3)c(C)n(C)c2C)cc1OC	8%[46 µM]
CCN(c1ccc(Cl)cc1)S(=O)(=O)c1nnc(NC(=O)C2CCCCC2)s1	u
COC(=O)c1ccc(NC(=O)CSc2nccn2Cc2ccc(Cl)cc2)cc1	-6%[46 µM]
COc1ccc(OC)c(CNC(=O)c2cc3ccc4cccnc4c3[nH]2)c1	u
CCOC(=O)N1CCN(S(=O)(=O)N2CCCC(C(=O)NCc3cc(OC)ccc3OC)C2)CC1 (stereo unspecified)	-4%[46 µM]
CC1CCN(C(=O)CSc2n[nH]c(-c3ccc(F)cc3)n2)CC1	-1%[46 µM]
COc1ccc(-c2nc(C)c(CCNS(=O)(=O)c3ccc(F)cc3)s2)cc1OC	u
(next part)
SMILES	Lamin A splicing
CC1CCN(S(=O)(=O)c2ccc3nc(-c4cccnc4)cc(C(=O)NCCCOC(C)C)c3c2)CC1	3%[46 µM]
O=C(Cn1cnc2onc(-c3ccc(F)cc3)c2c1=O)Nc1ccc(F)c(Cl)c1	u
O=C(Nc1ccc(C(=O)OCc2cc(=O)n3nc(C4CC4)sc3n2)cc1)c1cccc(F)c1	-9%[46 µM]
CN1C(=O)C2(c3ccccc31)N(c1ccc(Br)cc1)C(=O)CS2(=O)=O (stereo unspecified)	2%[46 µM]
O=C(NCc1ccco1)C1CCN(C(=O)N2CCOc3ccccc32)CC1	u
CCC(=O)N1CCCc2cc(S(=O)(=O)N3CCC(C(=O)Nc4ccccc4CC)CC3)ccc21	-5%[46 µM]
CCOCC(=O)Nc1ccc(-c2cn3c(C)csc3n2)cc1	u
Cc1ccc(C2CCN(C(=O)Nc3ccc(C)c(C)c3)C2)cc1 (stereo unspecified)	13%[46 µM]
O=C(NCc1ccccc1)c1ccc2c(c1)nc1n2CCCCC1	u
Cc1ccc(OCC(=O)Nc2ccccc2C(=O)OCc2cc(=O)n3nc(C4CC4)sc3n2)cc1	u
COC(=O)c1c(C)sc(-c2c(-c3ccc4c(c3)OCCO4)[nH]c3c2c(=O)n(C)c(=O)n3C)c1O	u
COC(=O)c1ccccc1NC(=O)c1cc(C)nc2c1c(C)nn2-c1ccc(C)cc1	6%[46 µM]
c1coc(-c2nc3n(n2)C2(CCCCC2)[C@@H]2CCCC[C@@H]2N3)c1	18%[46 µM]
Cc1cc(=O)[nH]c2nnc(SCC(=O)Nc3ccc(OC(F)(F)F)cc3)n12	14%[46 µM]
NS(=O)(=O)c1ccc2nc(NC(=O)COc3ccccc3)sc2c1	16%[46 µM]
CCOc1cc2[nH]c(=O)n(Cc3ccc(C(=O)N4CCN(c5cccc(Cl)c5)CC4)cc3)c(=O)c2cc1OCC	-7%[46 µM]
CCc1ccc(CNC(=O)Cn2nc(-c3ccc(Cl)cc3)ccc2=O)cc1	-25%[46 µM]
Cc1cn2c(=O)cc(COC(=O)c3cccc(NC(=O)COc4ccccc4)c3)nc2s1	u
O=C(Cn1c(-c2cccs2)cc2ccccc21)NCCCN1CCN(c2ccccc2F)CC1	u
CCC(CC)C(=O)Nc1cccc(-c2nc3ncccn3c2C)c1	8%[46 µM]
COc1ccccc1NC(=O)CN1C(=O)C(C)(C)c2ccccc21	2%[46 µM]
COc1ccc(CNC(=O)c2ccc3c(c2)nc2n3CCC(C)C2)c(OC)c1 (stereo unspecified)	u
Cn1nc(-c2ccc(C(=O)Nc3ccc(OC(F)(F)F)cc3)cc2)c2ccccc2c1=O	u
Cc1c(C(=O)Nc2ccc(F)c(Cl)c2)oc2ccc(S(=O)(=O)N(C)C3CCCCC3)cc12	-4%[46 µM]
Cc1ccc(NC(=O)c2cc3c(=O)n(Cc4cccnc4)ccc3nc2C)cc1F	u
Next section
SMILES	Lamin A splicing
CCN(C(=O)CSc1nc2ccccc2n1Cc1cc(C)ccc1C)c1ccccc1	6%[46 µM]
CCOC(=O)c1c(C)oc2nc(C)nc(Nc3ccc(CC)cc3)c12	1%[46 µM]
COc1cccc(CNCCCSc2nnnn2C)c1OC	-7%[46 µM]
Cc1oc(-c2ccc(Cl)cc2)nc1Cn1c(=O)cc(C)c2c(C)nn(-c3ccccc3)c21	-7%[46 µM]
O=C(Nc1c(C(=O)N2CCN(c3ccccc3)CC2)oc2ccccc12)c1ccccc1F	u
CC1CCCCN1C(=O)CSc1nc2ccccc2nc1Cc1ccccc1 (stereo unspecified)	u
CCOC(=O)c1c(S(=O)(=O)N2CCN(c3ccccc3OC)CC2)c(C)n(C)c1C	-4%[46 µM]
COc1cccc(C(=O)N(Cc2cccnc2)c2nc3c(OC)ccc(C)c3s2)c1OC	u
CCOc1ccccc1C(=O)NCc1ccc2c(c1)CCN2C(=O)c1ccc(F)cc1	-11%[46 µM]
Cc1cccc(NC(=O)c2cc(S(=O)(=O)N3CCCCC3)c[nH]2)c1C	13%[46 µM]
CCOc1ccc(C2C(=O)N(C3CCCCCC3)CC(=O)N2CCc2ccc(OC)c(OC)c2)cc1OC (stereo unspecified)	-1%[46 µM]
N#Cc1nc(-c2ccc(COc3ccc(Cl)cc3)o2)oc1N1CCN(c2ccccc2)CC1	10%[46 µM]
COc1ccc(OC)c(CCNc2ncnc3onc(-c4ccc(Cl)cc4)c23)c1	10%[46 µM]
Cc1nc(N2CCCC2)ncc1C(=O)NCc1ccc(Cl)cc1	26%[46 µM]
O=c1[nH]c2ccc(NCc3ccc(-c4ccccc4F)o3)cc2[nH]1	-9%[46 µM]
CCc1ccc(Cn2c(CNS(=O)(=O)c3ccc(C)c(C)c3)nc3cccnc32)cc1	7%[46 µM]
CCOc1ccc(C2C(=O)N(C3CCCCC3)CC(=O)N2C2CCCC2)cc1OC (stereo unspecified)	0%[46 µM]
COc1ccc(N2CCN(S(=O)(=O)c3ccc(F)c(C(=O)Nc4ccccc4Cl)c3)CC2)cc1	u
CSc1nc(=O)c2c(n1C)NC(=O)CC2c1cc(F)cc(F)c1 (stereo unspecified)	6%[46 µM]
O=C(Nc1cnc(N2CCC(N3CCCCC3)CC2)c(C(=O)O)c1)c1ccc(Br)cc1	-1%[46 µM]
CCOc1cccc(C(=O)Nc2ccc(S(=O)(=O)N(Cc3ccccc3)c3ccccc3)cc2)c1	22%[46 µM]
COc1cc(-c2ccno2)ccc1S(=O)(=O)N1CCN(c2ccccc2F)CC1	-6%[46 µM]
Cc1cc(C)cc(NS(=O)(=O)c2cc3[nH]c(=O)c(=O)[nH]c3cc2C)c1	-12%[46 µM]
Cc1ccccc1C(=O)N1CCC(c2nc3ccccc3s2)CC1	-8%[46 µM]
CCOc1ccc(NC(=O)Cn2nc3c(cc2=O)CC(C)CC3)cc1 (stereo unspecified)	14%[46 µM]
Cc1c(C(=O)NCc2ccc(Cl)cc2)sc2nc3n(c(=O)c12)CCCCC3	u
Cc1ccccc1CNC(=O)c1oc2c(c1C)-c1nn(Cc3ccc(Cl)cc3)cc1CC2	7%[46 µM]
COc1ccc(-c2nc3ccc(NS(C)(=O)=O)cc3o2)cc1	u
